hDAT+cocaine = changed human dopamine transporter uptake under cocaine IC80; LLC-PK1 hDAT cells, [14C]-dopamine uptake with cocaine IC80; actives deviate in either direction; B-score at 10 µM; 1.3% of 110,000 active; AID 449768;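 active = Z score or B-score, a plate-position-corrected score, falls beyond the plate's 99.7% confidence bounds, in either direction; inactive = both scores lie inside the 99.7% bounds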;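 also: scored against the spread of the other compound wells on the same plate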
Target sequence (Q01959 whole entry, looked up): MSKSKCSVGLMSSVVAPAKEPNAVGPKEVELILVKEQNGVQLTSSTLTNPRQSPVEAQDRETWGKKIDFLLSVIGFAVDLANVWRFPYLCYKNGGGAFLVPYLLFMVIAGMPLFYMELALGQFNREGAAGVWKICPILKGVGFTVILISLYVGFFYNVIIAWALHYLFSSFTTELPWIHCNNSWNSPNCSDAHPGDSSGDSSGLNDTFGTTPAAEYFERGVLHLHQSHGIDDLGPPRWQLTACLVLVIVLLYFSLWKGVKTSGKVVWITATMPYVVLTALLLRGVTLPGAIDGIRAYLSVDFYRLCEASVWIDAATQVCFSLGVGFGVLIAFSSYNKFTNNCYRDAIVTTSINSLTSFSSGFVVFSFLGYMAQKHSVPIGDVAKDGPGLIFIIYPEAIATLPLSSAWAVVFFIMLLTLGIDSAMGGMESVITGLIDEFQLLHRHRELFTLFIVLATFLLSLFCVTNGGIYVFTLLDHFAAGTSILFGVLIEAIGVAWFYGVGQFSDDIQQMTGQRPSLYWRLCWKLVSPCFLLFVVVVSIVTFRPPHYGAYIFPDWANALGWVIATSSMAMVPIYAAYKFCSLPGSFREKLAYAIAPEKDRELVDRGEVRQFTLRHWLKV
Candida biofilm = kills Candida albicans biofilms; 0.14% of 85,000 active; C. albicans biofilm + clotrimazole, Alamar Blue; inhibition, % at 6 µM; AID 834;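 active = inhibition above 20%; inactive = inhibition below 20%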;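 also: preformed 24 hr biofilms exposed to compound for 48 hr; 0% = biofilm without compound and 100% = blank killed by clotrimazole plus chlorhexidine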
F-actin modifier = cytoskeleton assembly modification; 0.18% of 91,000 active; inhibition, % at 2 µM; HUVEC TNFa F-actin phalloidin imaging, high content;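 active = inhibition above the batch mean plus 3 SD and confirmed as a hit by visual image inspection, cut at about 30% in these data, passing the limit was not always enough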; also: strong numbers were not always called active
Smad3 FoxH1 inh = inhibitors of human Smad3 transcription factor binding. inhibition, % at 25 µM. 0.29% of 88,000 active. AID 630. TR-FRET Smad3/Dy647-FoxH1 peptide binding, europium anti-His;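 active = compounds that reduce the energy-transfer binding signal between the protein and its labelled peptide by more than half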;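 also: 0% = Smad3 plus labelled peptide maximal FRET and 100% = peptide-only background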
Target sequence (P84022 whole entry, looked up): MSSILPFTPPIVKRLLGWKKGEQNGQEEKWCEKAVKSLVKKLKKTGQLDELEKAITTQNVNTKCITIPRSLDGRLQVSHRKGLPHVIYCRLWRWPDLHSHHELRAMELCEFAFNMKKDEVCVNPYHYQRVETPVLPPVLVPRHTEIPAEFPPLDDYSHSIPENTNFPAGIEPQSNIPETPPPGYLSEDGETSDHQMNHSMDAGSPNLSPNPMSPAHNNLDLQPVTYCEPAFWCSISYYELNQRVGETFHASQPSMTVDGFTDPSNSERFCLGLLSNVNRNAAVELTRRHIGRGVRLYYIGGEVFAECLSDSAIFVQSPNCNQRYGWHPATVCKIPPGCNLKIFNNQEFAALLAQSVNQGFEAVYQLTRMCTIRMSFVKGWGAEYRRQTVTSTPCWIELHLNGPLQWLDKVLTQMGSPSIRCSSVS
HUVEC tox TNFa = HUVEC cytotoxicity counter-screen, TNF alpha stimulated; HUVEC TNFalpha-stimulated, Hoechst cell count, imaging; cell count reduction, % at 2 µM; 0.17% of 93,000 active;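 active = cell count reduction exceeding the screen mean by over 5 SD, scaled to untreated wells per plate, cut at about 78% in these data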;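 also: cells counted after 24 h of TNF alpha exposure following the 1 h pretreatment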
MT1-MMP txn act = MT1-MMP promoter transcription activation; HT1080 MT1-MMP promoter luciferase reporter, luminescence, overnight; hits give high values; activation factor at 10 µM; 0.16% of 86,000 active; AID 750;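 active = activation factor of at least 2 for MT1-MMP transcription at 10 µM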
HUVEC tox IL1B = HUVEC cytotoxicity counter-screen, IL-1B stimulated; AID 845; HUVEC cell count loss, Hoechst imaging; 0.41% of 94,000 active; cell count reduction, % at 2 µM;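 active = cell count reduction more than 3 SD above the screen-wide mean, cut at about 70% in these data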;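 also: normalized per plate to untreated control cells as the no-loss baseline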
VCAM1 TNFa inh = reduces TNF alpha induced VCAM1 expression in HUVEC. inhibition, % at 2 µM. HUVEC TNFa-induced VCAM-1 immunofluorescence, high-content imaging. 0.48% of 95,000 active;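 active = inhibition above the batch mean plus 3 SD, with images confirmed as a hit by eye, cut at about 37% in these data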;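 also: 0% = TNF-stimulated DMSO wells and 100% = unstimulated control wells; not every result past the cut was called active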
PTPN22 inh 2 = blocks human PTPN22 phosphatase activity; recombinant LYP catalytic domain, DiFMUP fluorescence; inhibition, % at 2 µM; 0.21% of 96,000 active;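 active = inhibition at 2 µM at or above a set limit, the screen mean plus 3 SD, cut at about 24% in these data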;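 also: 0% = DMSO with enzyme and 100% = enzyme fully blocked by orthovanadate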
Numbers without * were called inactive; x = no result given; [ ] = dose if it differs, or a comment. An excerpt; count on the stated rates, not on these rows.

entry	canonical_smiles	hDAT+cocaine	Candida biofilm	F-actin modifier	Smad3 FoxH1 inh	HUVEC tox TNFa
1	Cn1c(SCC(=O)OC2CCCCC2)nnc1-c1ccc2c(c1)OCO2	0.78	6	-17	11[fluorescence artefact?]	-16
2	CC(=O)c1cnc2c(-c3ccccc3)c(C)nn2c1C	-1.4	6	14	4	-12
3	CCO/C(C)=N/n1c2nc3ccccc3nc2c2c(=O)n(C3CCCC3)c(C)nc21	1.1	2	-17	9	-29
4	Cc1ccc(C(=O)COC(=O)C2C3C=CC(C3)C2C(=O)OCC(=O)c2ccc(C)c(C)c2)cc1C (stereo unspecified)	0.29	x	3	x	-16
5	CCc1ccc(OCCNC(=O)c2ccccc2SCc2ccccc2)cc1	0.3	x	-3	x	-35
6	c1ccc(Cn2nnnc2C(c2cccs2)N2CCCCCC2)cc1 (stereo unspecified)	-0.3	4	6	5	-8
7	O=C(CSc1nnc(-c2cccs2)o1)N1CCCCC1	-0.0084	16	20	-15	-8
8	Cc1ccc(S(=O)(=O)c2nc(N3CCOCC3)sc2Cl)cc1	-1.1	2	-4	-1	-11
9	CCOC(=O)C1CCCN(C(=O)Nc2cccc(Cl)c2)C1 (stereo unspecified)	0.045	4	0	-1	-8
10	CCSc1nnc2nc(C)cc(C)n12	0.79	-1	5	-4	-10

entry	MT1-MMP txn act	HUVEC tox IL1B	VCAM1 TNFa inh	PTPN22 inh 2
1	1.2	5	17	4
2	1.1	6	-2	-9
3	0.9	-21	-7	-1
4	x	-37	4	9
5	x	-64	-13	10
6	1.2	-93	16	-2
7	1.6	-3	0	2
8	1.1	-18	5	-4
9	1.3	-33	12	10
10	1.2	21	-8	-3

Continuation:
entry	canonical_smiles	hDAT+cocaine	Candida biofilm	F-actin modifier	Smad3 FoxH1 inh	HUVEC tox TNFa
11	O=C(Nc1ccc(N2C(=O)C3C4C=CC(C4)C3C2=O)cc1)Nc1cccnc1 (stereo unspecified)	-1.3	7	1	10	39
12	COc1cc2c(cc1OC)C(=O)CC(C)S2 (stereo unspecified)	-1.9	x	9	x	-4
13	CCS(=O)(=O)c1ccc2oc(SCC(=O)N3c4ccccc4CC3C)nc2c1 (stereo unspecified)	-1.1	3	14	6	-7
14	CCCC(=O)N1CCN(C2=NS(=O)(=O)c3ccccc32)CC1	-1.1	6	x	-7	x
15	CN1CCN(C(=O)c2c(NC(=O)c3ccco3)sc3c2CCC(C(C)(C)C)C3)CC1 (stereo unspecified)	0.26	6	0	13	-13
16	CCOc1ccccc1NC(=O)CN(C)S(=O)(=O)c1ccc(OC)c(C)c1	0.57	4	-40	16	x
17	N#Cc1nc(COc2ccccc2F)oc1N1CCCCCC1	-0.1	4	2	9	-16
18	COC(=O)c1cc2ccsc2n1CC(=O)Nc1cc(Cl)ccc1OC	-1.2	x	20	x	-13
19	O=C(CSc1nnc(-c2csc3c2CCCC3)o1)Nc1ccccc1	0.083	5	-2	10	-11
20	CCc1cc2cc(C(=O)Nc3ccc(F)cc3)sc2s1	-0.94	12	9	-106[fluorescence artefact?]	4

entry	MT1-MMP txn act	HUVEC tox IL1B	VCAM1 TNFa inh	PTPN22 inh 2
11	1.2	4	21	2
12	x	-11	8	-4
13	1.3	0	-13	0
14	1.2	x	x	x
15	1	-10	3	8
16	0.9	0	-30	12
17	2.2*	-13	20	5
18	1	2	1	2
19	x	-4	-12	-3
20	1.7	2	-7	4

(next part)
entry	canonical_smiles	hDAT+cocaine	Candida biofilm	F-actin modifier	Smad3 FoxH1 inh	HUVEC tox TNFa
21	CCn1nnnc1SCC(=O)c1ccc(C)cc1	-0.0098	4	x	-5	x
22	CN(c1ccc(OCC(=O)Nc2ccc3[nH]c(=O)[nH]c3c2)cc1)S(=O)(=O)c1ccc(Cl)cc1	-0.42	-5	8	-3[fluorescence artefact?]	6
23	CCOC(=O)C1=C(c2ccccc2)N=C2SCC(=O)N2C1c1cccc(OC)c1 (stereo unspecified)	-0.71	-2	4	-11	0
24	Cc1ccc(CSc2nnc([C@@H]3CCCN3)o2)cc1	0.56	13	-23	3	12
25	CCCCOc1ccc(C(C)(O)CCN2CCOCC2)cc1 (stereo unspecified)	-0.63	10	x	9[fluorescence artefact?]	x
26	O=C(CC1C(=O)NCCN1C(=O)c1ccc(F)cc1)OCc1ccccc1 (stereo unspecified)	-0.65	7	-16	15	-5
27	CC(=O)Nc1nnc(SCC(=O)N2CCN(Cc3ccccc3)CC2)s1	-0.72	3	1	-11	-22
28	Cc1[nH]c2ccccc2c1SCC(=O)N1CCN(c2ccccc2)CC1	-0.0079	7	-2	-5	-23
29	COc1ccccc1CC(=O)NCC1CCCO1 (stereo unspecified)	-0.74	4	x	2	x
30	O=C(CSc1nnc(-c2ccccc2)c(-c2ccccc2)n1)NCc1ccco1	-0.049	3	7	3	x

entry	MT1-MMP txn act	HUVEC tox IL1B	VCAM1 TNFa inh	PTPN22 inh 2
21	1.6	-48	x	-6
22	1	1	17	7
23	1	15	-6	0
24	1.1	-15	4	15
25	1.2	x	x	x
26	1	92*	8	8
27	1.1	-23	29	-5
28	x	-24	-1	-6
29	1.1	x	x	x
30	1.1	-27	-10	-3

Remaining list, next part.
entry	canonical_smiles	hDAT+cocaine	Candida biofilm	F-actin modifier	Smad3 FoxH1 inh	HUVEC tox TNFa
31	COc1cccc(OC)c1OCCCOc1c(OC)cccc1OC	0.63	2	-11	-2	-13
32	CCc1ccc(N(CC(=O)NC2CCCC2)S(=O)(=O)c2c(C)noc2C)cc1	0.77	-2	12	-18	-23
33	CCCCNC(=O)c1ccc2c(=O)n(CCCOCC)c(=S)[nH]c2c1	-0.3	2	-9	-15	1
34	O=C(c1cc(-c2ccc(Cl)cc2Cl)on1)N1CCN(C(=O)c2ccco2)CC1	1.3	5	1	-28	-14
35	COC(=O)c1cccc(CSc2nnc(C)s2)c1	1	x	2	-4	-4
36	CCOc1ccc(NS(=O)(=O)c2ccc3[nH]cc(C(=O)NCCOC)c(=O)c3c2)cc1	x	5	x	11	x
37	COc1ccc(N(C(=O)c2ccco2)C(C(=O)NC2CCCC2)c2ccc(N(C)C)cc2)cc1 (stereo unspecified)	1.2	7	-16	11[fluorescence artefact?]	-18
38	O=C(C1Cc2ccccc2O1)N1CCCCC1 (stereo unspecified)	-0.0098	-3	9	6	-22
39	CCOc1ccc(/C(O)=C2/C(=O)C(=O)N(CC3CCCO3)C2c2ccco2)cc1 (stereo unspecified)	0.84	7	-4	-1	-13
40	CN(C)CCCNC(=O)c1cc2c3ccccc3n(C)c2s1	0.41	x	10	x	-6

entry	MT1-MMP txn act	HUVEC tox IL1B	VCAM1 TNFa inh	PTPN22 inh 2
31	1.1	1	2	-11
32	1.1	-40	-2	-9
33	1.1	-7	0	11
34	1.2	-9	-4	-16
35	1.6	-18	-24	-9
36	1.1	-15	x	-1
37	1.2	6	-7	-2
38	1.1	10	21	-2
39	1.2	7	19	-6
40	x	11	-2	7

Profiles as entered above. Order of values: hDAT+cocaine	Candida biofilm	F-actin modifier	Smad3 FoxH1 inh	HUVEC tox TNFa	MT1-MMP txn act	HUVEC tox IL1B	VCAM1 TNFa inh	PTPN22 inh 2
CCOc1ccccc1NC(=O)CN(C)S(=O)(=O)c1ccc(OC)c(C)c1 in the list: 0.57	4	-40	16	x	0.9	0	-30	12
O=C(CSc1nnc(-c2csc3c2CCCC3)o1)Nc1ccccc1 in the list: 0.083	5	-2	10	-11	x	-4	-12	-3
CCO/C(C)=N/n1c2nc3ccccc3nc2c2c(=O)n(C3CCCC3)c(C)nc21 in the list: 1.1	2	-17	9	-29	0.9	-21	-7	-1

The list continues:
entry	canonical_smiles	hDAT+cocaine	Candida biofilm	F-actin modifier	Smad3 FoxH1 inh	HUVEC tox TNFa
41	CCc1ccccc1S(=O)(=O)Cc1ccc(C(=O)NCc2ccc3c(c2)OCO3)o1	0.6	4	14	1	-24
42	COc1ccc(OC)c2[nH]c(=O)c(CCNC(=O)COc3ccccc3)cc12	x	8	x	5	-51
43	CCCCc1nc2ccccc2c(NC(=O)CNC(C)(C)C)c1CCC	0.065	-1	-18	-1	-8
44	CCCc1cc(=O)n2[nH]cnc2n1	-0.011	8	4	3	-11
45	Cn1nnnc1SCc1cccc(CSc2nnnn2C)n1	0.4	10	-18	-5	-14
46	O=C(NCC(=O)N(Cc1ccccc1)C(C(=O)NC1CCCC1)c1cccnc1)c1ccco1 (stereo unspecified)	-0.18	9	-11	10	-4
47	O=Cc1ccc(-c2ccccc2OC(F)(F)F)o1	0.75	1	16	1	-14
48	Cc1ccc(OCC(=O)NNC(=O)C2CCN(c3nc(C)cc(C)n3)CC2)cc1	-0.049	x	7	x	4
49	CN(C)c1ccc(N/C=C/C(=O)C(C)(C)C)cc1	-0.76	3	x	8	-22
50	O=C(Nc1ccc2c(c1)OCCO2)C1CCN(S(=O)(=O)Cc2ccccc2)CC1	0.9	-2	26	-7	-17

entry	MT1-MMP txn act	HUVEC tox IL1B	VCAM1 TNFa inh	PTPN22 inh 2
41	1	-35	-2	-5
42	1.2	-47	-4	-18
43	x	-2	19	-4
44	1	-7	10	-1
45	1.3	-6	-14	-1
46	1.2	-6	6	-21
47	1	-91	-21	-16
48	x	9	20	-9
49	1.2	-15	13	9
50	1.3	6	8	-1

The results go on:
entry	canonical_smiles	hDAT+cocaine	Candida biofilm	F-actin modifier	Smad3 FoxH1 inh	HUVEC tox TNFa
51	Cc1ccc(-c2cc(-c3ccccc3Cl)[nH]n2)c(O)c1	0.32	0	-16	5	-18
52	CCOC(=O)CN(C(=O)CNC(=O)c1cccs1)C(C(=O)NC1CCCCC1)c1cccnc1 (stereo unspecified)	-0.28	9	-7	5	-10
53	COC(=O)c1sc(N)c(C(=O)OC)c1COC(=O)C1CC(=O)N(Cc2ccco2)C1 (stereo unspecified)	0.22	7	-11	-6	10
54	N#Cc1c(SCC(N)=O)nc(-c2ccccc2)c2c1CCCC2	-0.38	1	-26	-6	-6
55	COc1cc(C(=O)N(CCCO)Cc2cc3ccc(C)c(C)c3[nH]c2=O)cc(OC)c1OC	-0.37	x	30	-3	-3
56	COc1ccc(S(=O)(=O)Nc2cc(C)ccc2OC)cc1C	0.57	7	-9	-4	-7
57	Cn1nnnc1NCc1c(F)cccc1Cl	-1.3	3	16	-5	6
58	N#Cc1ccccc1CSc1nc2ncc(Br)cc2[nH]1	0.24	1	x	1[fluorescence artefact?]	x
59	COC(=O)c1ccc(NC(=O)C23CC4CC(C2)CC(n2cncn2)(C4)C3)cc1	-0.064	9	-5	7	-11
60	CN(C)c1cccc(NC(=O)Cc2ccc(F)cc2)c1	-0.1	4	-1	-6	-32

entry	MT1-MMP txn act	HUVEC tox IL1B	VCAM1 TNFa inh	PTPN22 inh 2
51	1.6	-3	-28	-19
52	1.1	-18	11	-4
53	1.2	4	11	-1
54	1.3	-38	-2	-4
55	1.2	3	8	-4
56	1	-17	7	2
57	1.1	-30	8	11
58	1.1	x	x	x
59	1.4	17	-3	-6
60	1.3	-5	4	-4

Further records
entry	canonical_smiles	hDAT+cocaine	Candida biofilm	F-actin modifier	Smad3 FoxH1 inh	HUVEC tox TNFa
61	CN1CCN(S(=O)(=O)c2ccc(N(C)Cc3cccs3)nc2)CC1	-0.81	8	30	5	-10
62	N=c1c[n+](-c2ccc(Cl)cc2)[n-]o1	-1.2	x	-11	x	12
63	CCS(=O)(=O)n1nc(-c2ccc(Cl)cc2)nc1SCc1ccccc1	-0.032	10	-7	3	-11
64	C=CCSc1nc2c(cc1C#N)CCC2	0.74	7	-10	-3	-7
65	Cc1cc(C)cc(NC(=O)C2CCN(c3nc(C)cc(C)n3)CC2)c1	-0.31	2	x	1	x
66	Cc1cccc(CCNS(=O)(=O)c2ccc3c(c2)n(C)c(=O)c(=O)n3C)c1	-0.2	11	-17	-7	-25

entry	MT1-MMP txn act	HUVEC tox IL1B	VCAM1 TNFa inh	PTPN22 inh 2
61	1.2	-16	3	-12
62	1.1	-8	-8	-8
63	1.6	-12	2	-4
64	1.2	0	16	-8
65	1.2	x	x	x
66	x	-16	32	-4

Screening data: PubChem, several laboratories
